NCI-60 one-dose screen, 48 h, at 10 µM unless noted. Numbers give growth in % (100 = growth as untreated, 0 = no growth, -100 = all killed).
RXF 393: RXF 393 renal cancer cells; actives 6.9% (n = 77,000); AID 1794773
TK-10: TK-10 renal cancer cells. actives 3.9% (n = 81,000). AID 1794769
SN12C: SN12C renal cancer cells | actives 3.8% (n = 81,000)
PC-3: PC-3 prostate cancer cells | actives 3.9% (n = 80,000) | AID 1794754
A498: A498 renal cancer cells; actives 5.4% (n = 76,000)
786-0: 786-0 renal cancer cells; actives 5.1% (n = 81,000); AID 1794775
ACHN: ACHN renal cancer. actives 4.9% (n = 81,000)
UO-31: UO-31 renal cancer. actives 5.2% (n = 81,000). AID 1794768
CAKI-1: CAKI-1 renal cancer; actives 4.7% (n = 75,000); AID 1794772
* = called active by the depositor; · = not tested or not shown. Rule for the calls: active = growth percent below 10; inactive = the rest.

Abbreviations: A = RXF 393; B = TK-10; C = SN12C; D = PC-3; E = A498; F = 786-0; G = ACHN; H = UO-31; I = CAKI-1
> Cn1cc(-c2nc3ccccc3[nH]2)c2cccnc21
  A: 111	B: 115	C: 102	D: 84	E: 85	F: 103	G: 94	H: 73	I: 93

> Cc1ccc2c(n1)C(=O)C(Cl)=C(Nc1ccccc1C(F)(F)F)C2=O
  A: 104	B: 129	C: 97	D: 82	E: 75	F: 102	G: 100	H: 92	I: 98

> O=c1[nH]c2ccccc2nc1N/N=C/c1ccc(O)cc1
  A: 112	B: 114	C: 94	D: 109	E: ·	F: 106	G: 97	H: 81	I: 94

> C/C=C/[C@@H]1C=C[C@@H]2C[C@H](C)CC[C@H]2[C@]1(C)/C(O)=C1/C(=O)[C@@H](CO)N(C)C1=O
  A: 88	B: 99	C: 75	D: 77	E: 77	F: 82	G: 96	H: 81	I: ·

> CCN1C(=O)N(CC)C2Nn3c(s/c(=C\c4cccnc4)c3=O)=NC21 (configuration not stated)
  A: ·	B: 110	C: 96	D: 84	E: 85	F: 99	G: 93	H: 78	I: 72

> CCC(O)(c1ccccc1)c1ccccc1
  A: 106	B: 107	C: 102	D: 87	E: 68	F: 105	G: 103	H: 93	I: 98

> NC(=O)N1CC2(CCCCC2)CC1=O
  A: 108	B: 100	C: 103	D: 99	E: 109	F: 100	G: 103	H: 89	I: 85

> COC(=O)c1c(C(=O)OC)c2ccc3c4cccnc4ccc3n2c1C(=O)c1ccc(OC)cc1
  A: 127	B: 107	C: 98	D: 89	E: 113	F: 94	G: 94	H: 81	I: 94

> COc1ccc(-c2nnc(-c3ccc4c(c3)nc(-c3cccs3)n4C3CCCCC3)o2)cc1
  A: 102	B: 88	C: 81	D: 31	E: 95	F: 76	G: 77	H: 39	I: 89

> COc1cc2cc(Oc3ccc(NC(=O)Nc4ccc(F)c(C(F)(F)F)c4)cc3)c(C)nc2cc1OCCN1CCCCC1
  A: 60	B: 118	C: 92	D: -76*	E: 85	F: 62	G: 84	H: 75	I: -85*

Abbreviations: A = RXF 393; B = TK-10; C = SN12C; D = PC-3; E = A498; F = 786-0; G = ACHN; H = UO-31; I = CAKI-1
> NS(=O)(=O)c1cccc(Nc2nc(SCc3ccccc3)nc3ccccc23)c1
  A: 101	B: 108	C: 92	D: 101	E: 87	F: 94	G: 100	H: 92	I: 90

> C[N+](C)=Cc1c[nH]c2c1ccc1ccccc12
  A: 97	B: 122	C: 100	D: 96	E: 121	F: 104	G: 97	H: 73	I: 88

> Fc1ccc(NC(=S)c2ccccc2)cc1
  A: 109	B: 94	C: 103	D: 100	E: 73	F: 100	G: 102	H: 89	I: 90

> Fc1ccc2nc3c(cc2c1)CSc1nnc(-c2ccc[nH]c2=S)n1N3
  A: ·	B: 110	C: 98	D: 92	E: 92	F: 90	G: 94	H: 82	I: 84

> Cc1cc2oc3c(c2c(=O)[nH]1)C(=O)c1ccccc1C3=O
  A: 126	B: 120	C: 105	D: 91	E: 98	F: 103	G: 106	H: 97	I: 99

> O=[N+]([O-])c1ccc(/C=N/NCc2nc(Cl)c3ccccc3n2)cc1
  A: 102	B: 117	C: 102	D: 100	E: ·	F: 101	G: 102	H: 78	I: 83

> O=CNc1ccccc1-c1ccccc1
  A: 102	B: 105	C: 97	D: 95	E: 72	F: 102	G: 93	H: 78	I: 93

> Cc1ccc(OCC(=O)O)cc1C
  A: 107	B: 92	C: 102	D: 90	E: 79	F: 104	G: 105	H: 91	I: 102

> Nc1c(C(=O)O)cc(Cl)cc1S(=O)(=O)O
  A: 110	B: 107	C: 99	D: 94	E: 93	F: 103	G: 107	H: 86	I: 70

> COc1ccc(C2CC(c3cc4ccccc4oc3=O)=NN2c2ccc(S(=O)(=O)NC(=O)Nc3ccccc3C)cc2)cc1 (configuration not stated)
  A: 116	B: ·	C: 99	D: 81	E: 95	F: 94	G: 90	H: 69	I: 84

Fetched by structure from above (6):
Abbreviations: A = RXF 393; B = TK-10; C = SN12C; D = PC-3; E = A498; F = 786-0; G = ACHN; H = UO-31; I = CAKI-1
> COc1ccc(C2CC(c3cc4ccccc4oc3=O)=NN2c2ccc(S(=O)(=O)NC(=O)Nc3ccccc3C)cc2)cc1 (configuration not stated)
  A: 116	B: ·	C: 99	D: 81	E: 95	F: 94	G: 90	H: 69	I: 84

> O=CNc1ccccc1-c1ccccc1
  A: 102	B: 105	C: 97	D: 95	E: 72	F: 102	G: 93	H: 78	I: 93

> Fc1ccc2nc3c(cc2c1)CSc1nnc(-c2ccc[nH]c2=S)n1N3
  A: ·	B: 110	C: 98	D: 92	E: 92	F: 90	G: 94	H: 82	I: 84

> Cc1ccc(OCC(=O)O)cc1C
  A: 107	B: 92	C: 102	D: 90	E: 79	F: 104	G: 105	H: 91	I: 102

> Cc1cc2oc3c(c2c(=O)[nH]1)C(=O)c1ccccc1C3=O
  A: 126	B: 120	C: 105	D: 91	E: 98	F: 103	G: 106	H: 97	I: 99

> C[N+](C)=Cc1c[nH]c2c1ccc1ccccc12
  A: 97	B: 122	C: 100	D: 96	E: 121	F: 104	G: 97	H: 73	I: 88

Next section:
Abbreviations: A = RXF 393; B = TK-10; C = SN12C; D = PC-3; E = A498; F = 786-0; G = ACHN; H = UO-31; I = CAKI-1
> COc1ccc(N=Nc2c(N)nn3c(N)c(C#N)c(-c4ccc(F)cc4)nc23)cc1
  A: 35	B: 67	C: 61	D: 67	E: 155	F: 32	G: 54	H: 51	I: 59

> COc1ccc2c(c1)C(Sc1ccc(Cl)cc1)c1c(nc(N)c(C#N)c1N)O2 (configuration not stated)
  A: 56	B: 99	C: 56	D: 20	E: 84	F: 62	G: 60	H: 27	I: 52

> COC(=O)c1nnn(-c2cc(Cl)ccc2Cl)c1C(=O)c1ccc(Cl)c(Cl)c1
  A: 117	B: 115	C: 98	D: 111	E: 109	F: 98	G: 102	H: ·	I: 87

> COC(=O)c1cc2oc(/C=N/NC(=O)c3cc4oc5ccccc5c4[nH]3)cc2n1C
  A: 81	B: 117	C: 151	D: 96	E: 100	F: 99	G: 106	H: 85	I: 94

> O=C1c2cccc3c(-c4ccc(-c5nc6c7ccccc7c7ccccc7c6[nH]5)cc4)ccc(c23)C(=O)N1CCO
  A: ·	B: 77	C: 90	D: 78	E: 92	F: 84	G: 90	H: 76	I: 90

> O=C1COCCN1c1ccc(NS(=O)(=O)c2ccc(-c3cnc(C4CC4)o3)cc2)cc1
  A: 104	B: 109	C: 92	D: 88	E: 100	F: 99	G: 100	H: 86	I: 98

> O=c1c2c3c(sc2nc(N/N=C/c2ccc(Br)cc2)n1Cc1ccccc1)CCCC3
  A: 73	B: 86	C: 78	D: 70	E: 78	F: 57	G: 87	H: 62	I: 62

> Cc1ccc2c(c1)N1NCC=C1NC2=O
  A: 106	B: 108	C: 90	D: 95	E: ·	F: 104	G: 97	H: 85	I: 94

> O=C1/C(=N/O)Cc2ccccc21
  A: 123	B: 97	C: 102	D: 93	E: 106	F: 100	G: 97	H: 79	I: 97

> Cn1c2c(sc1=O)CCC2
  A: 121	B: 108	C: 95	D: 104	E: 102	F: 103	G: 99	H: 73	I: 104

Some of these compounds in order of formula weight, smallest number first.
Abbreviations: A = RXF 393; B = TK-10; C = SN12C; D = PC-3; E = A498; F = 786-0; G = ACHN; H = UO-31; I = CAKI-1
> COC(=O)c1cc2oc(/C=N/NC(=O)c3cc4oc5ccccc5c4[nH]3)cc2n1C
  A: 81	B: 117	C: 151	D: 96	E: 100	F: 99	G: 106	H: 85	I: 94

> COc1ccc2c(c1)C(Sc1ccc(Cl)cc1)c1c(nc(N)c(C#N)c1N)O2 (configuration not stated)
  A: 56	B: 99	C: 56	D: 20	E: 84	F: 62	G: 60	H: 27	I: 52

> O=C1c2cccc3c(-c4ccc(-c5nc6c7ccccc7c7ccccc7c6[nH]5)cc4)ccc(c23)C(=O)N1CCO
  A: ·	B: 77	C: 90	D: 78	E: 92	F: 84	G: 90	H: 76	I: 90

Look-ups from above.
COc1ccc2c(c1)C(Sc1ccc(Cl)cc1)c1c(nc(N)c(C#N)c1N)O2 (configuration not stated) @ 786-0: 62
O=[N+]([O-])c1ccc(/C=N/NCc2nc(Cl)c3ccccc3n2)cc1 @ SN12C: 102
Cc1ccc2c(n1)C(=O)C(Cl)=C(Nc1ccccc1C(F)(F)F)C2=O @ CAKI-1: 98

(cont.)
Abbreviations: A = RXF 393; B = TK-10; C = SN12C; D = PC-3; E = A498; F = 786-0; G = ACHN; H = UO-31; I = CAKI-1
> CC(C)(C)OC(=O)NC(CCCNC(=O)OCc1ccccc1)C(=O)O (configuration not stated)
  A: 97	B: 99	C: 106	D: 93	E: 103	F: 100	G: 101	H: 84	I: 111

> Cc1sc2nc3nc(CC(=O)Nc4ccc(Cl)cc4)[nH]n3c(=O)c2c1C
  A: 93	B: 102	C: 99	D: 98	E: 91	F: 100	G: 103	H: 80	I: 87

> Nc1nc2c(C(=O)Nc3ccc(Cl)cc3)c(Nc3ccc(Cl)cc3)nn2c(-c2ccc(Br)cc2)c1-c1nc2ccccc2s1
  A: 106	B: 121	C: 99	D: 100	E: 85	F: 110	G: 99	H: 77	I: 89

> CN(C)CCOc1ccc(-c2nc3sccn3c2-c2ccnc(S(C)(=O)=O)n2)cc1
  A: 113	B: ·	C: 101	D: 87	E: 96	F: 105	G: 106	H: 97	I: 99

> O=c1cc(O)nc[nH]1
  A: 110	B: 123	C: 104	D: 104	E: 113	F: 99	G: 113	H: 83	I: 100

> O=Cc1ccc2ccccc2n1
  A: 88	B: 108	C: 82	D: 91	E: 96	F: 99	G: 88	H: 74	I: 73

> C=Cc1ccc(OCC)cc1
  A: 109	B: 94	C: 90	D: 93	E: 123	F: 105	G: 105	H: 87	I: 98

> Cc1nn(-c2ccccc2)c2ncn(CC(=O)N/N=C/c3c[nH]c4ccccc34)c(=O)c12
  A: 90	B: 107	C: 90	D: 65	E: 80	F: 88	G: 85	H: ·	I: 72

> COc1ccc(NC(=S)N/N=C/c2ccccc2SSCCC(=O)OC[C@H]2O[C@H](O)[C@H](O)[C@@H](O)[C@@H]2O)cc1
  A: 104	B: 136	C: 81	D: 60	E: 93	F: 90	G: 101	H: 81	I: ·

> COc1cc(-c2cc3cnccc3c3nc(N)c4ccncc4c23)cc(OC)c1OC
  A: 8.2*	B: 23	C: 41	D: 37	E: -17*	F: 25	G: 35	H: 12	I: 44

Values run as follows: RXF 393	TK-10	SN12C	PC-3	A498	786-0	ACHN	UO-31	CAKI-1
COc1ccc(-c2[nH]c(=S)n(C(CC3(C)NCC(=O)N3n3c(-c4ccccc4)cc(C)nc3=S)c3ccc(OC)cc3)c(=O)c2Br)cc1 (configuration not stated)
    66	63	65	66	-10*	83	68	39	31
CC(=O)Oc1ccccc1-c1ccccc1
    99	113	137	111	99	95	106	98	74
CN1CCN(c2ccnc(NCCCNc3nc(N4CCOCC4)nc(N4CCOCC4)n3)n2)CC1
    ·	100	98	97	62	94	95	79	102
Cn1c(=O)c2c(nc(OC3CCCC3)n2C)n(C)c1=O
    117	119	94	94	86	105	97	100	87
CC(C)CCCC(=O)O
    93	105	106	95	87	116	104	95	105
Nc1ccccc1SC1CC(=O)N(c2cccc3ccccc23)C1=O (configuration not stated)
    93	113	98	88	89	101	98	69	80
N#C/C(=N\Nc1ccc(F)cc1)C(=O)C1CC1
    110	108	77	38	96	77	93	·	70
COc1ccccc1Cn1ccc2c1-c1[nH]c(=O)c(S(=O)(=O)c3ccccc3)cc1CCC2
    100	104	101	73	92	101	89	82	90
CC(=O)C(C[n+]1ccccc1)c1ccccc1 (configuration not stated)
    117	109	100	95	76	·	99	·	91
NC1=Nc2cc(OCCCN3Cc4ccccc4C3)c(OCC3CC3)cc2C12CCCC2
    61	78	78	45	68	56	83	42	50
Nc1nc(-c2ccc(Cl)cc2)cc(-c2ccc(OCc3nc4ccccc4[nH]3)cc2)n1
    ·	106	95	80	114	100	88	73	83
CN(C)NC(=O)CC(N)C(=O)O (configuration not stated)
    96	110	103	96	93	103	103	85	97
CN(C)c1nc2sc3cc(Cl)c(Cl)cc3n2c(=O)c1C#N
    89	147	108	89	117	116	87	73	104
CC1(C)N=C(N)N=C(N)N1c1cccc(CCCCOc2ccccc2)c1
    50	24	·	-6.9*	50	22	35	84	68
Cc1[nH]c(C(=O)Nc2ccccc2OCc2cccc(C(=O)NCCN)c2)cc1Cl
    96	99	94	96	68	81	95	92	90
CC(O)c1ccccc1 (configuration not stated)
    90	99	110	109	129	98	109	69	91
